RAM inhibit: inhibitors of the yeast RAM network, primary screen, dse1pr::URA3 reporter, 5-FOA selection; S. cerevisiae dse1pr::URA3 reporter, 5-FOA growth OD615, 2 d; analog-sensitive cbk1-as2 kinase mutant strain; inhibition, % at 50 µM; AID 868, 2007; actives 1.8% (n = 190,000);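 active means inhibition above a set limit, 3 SD over mean compound inhibition, cut at about 8.4% in these data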;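 further: 0% = DMSO-only wells with no growth and 100% = 10 µM 1-NA-PP1 full growth; inhibition rescues growth on 5-FOA so higher OD means more RAM inhibition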
PPARg SRC1 recr: PPARgamma agonists recruiting SRC-1 coactivator, primary screen, biochemical; Peroxisome proliferator-activated receptor gamma (Homo sapiens), P37231; PPARgamma-SRC-1 coactivator recruitment biochemical assay; activation, % at 8 µM; actives 0.41% (n = 200,000); AID 631, 2007; in the data active means activation above about 19%;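 further: 0% = DMSO and 100% = reference agonist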
TR-FRET SRC-2 ct: TR-FRET signal artefacts, primary screen, artefact control for PPARgamma SRC-2 agonist project, biochemical | TR-FRET artefact counter-screen; stronger effect = higher value | TR-FRET ratio at 8 µM | actives 0.4% (n = 200,000) | AID 1049, 2008; in the data active means TR-FRET ratio above about 2000; further: inactives centre near 1500
TLR4 MyD88 comp: inhibitors of TLR4-MyD88 association in cells, primary screen, cell-based, HeLa CL3-4, BLA complementation, FRET ratio; Toll-like receptor 4 (Homo sapiens) + Myeloid differentiation primary response protein …; HeLa CL3-4 TLR4/MyD88 BLA complementation; inhibition, % at 8.4 µM; actives 0.18% (n = 200,000); in the data active means inhibition above about 25%;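 further: 0% = vehicle and 100% = reference inhibitor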
PPARg SRC3 recr: PPARgamma agonists recruiting SRC-3 coactivator, primary screen, biochemical; Peroxisome proliferator-activated receptor gamma (Homo sapiens), P37231; biochemical PPARgamma/SRC-3 coactivator recruitment assay; activation, % at 8 µM; actives 0.26% (n = 200,000); in the data active means activation above about 23%;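 further: 0% = DMSO and 100% = reference agonist; some compounds past the cut are filed as inactive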
ROMK primary: ROMK potassium channel modulators, primary screen, cell-based, thallium flux, MLSMR library. ATP-sensitive inward rectifier potassium channel 1 (Homo sapiens), P48048. Tet-inducible ROMK, thallium flux fluorescence; actives lie on both sides. B-score at 10 µM. actives 2% (n = 130,000);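 active means signal ratio slope over the read window, or its plate-corrected B-score, at least 3 SD from the plate mean, either direction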;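 further: B-score of the F/F0 ratio slope over 7 to 12 s after thallium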
Target sequence (P48048 whole entry, looked up): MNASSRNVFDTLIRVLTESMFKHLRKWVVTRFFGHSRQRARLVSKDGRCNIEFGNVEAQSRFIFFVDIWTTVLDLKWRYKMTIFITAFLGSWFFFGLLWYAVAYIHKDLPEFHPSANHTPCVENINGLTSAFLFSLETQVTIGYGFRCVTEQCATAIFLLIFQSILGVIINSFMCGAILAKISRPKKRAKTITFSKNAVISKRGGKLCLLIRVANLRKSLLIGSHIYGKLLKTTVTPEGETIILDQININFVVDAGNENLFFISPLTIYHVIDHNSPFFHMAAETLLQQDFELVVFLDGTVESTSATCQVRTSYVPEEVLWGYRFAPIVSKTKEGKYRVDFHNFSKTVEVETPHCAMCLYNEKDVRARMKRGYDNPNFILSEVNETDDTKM
STAT3 activator: IL-6 driven STAT3 reporter potentiators, primary screen, U3A cells, luciferase, luminescence, MLSCN library; IL-6 STAT3-luciferase reporter; 100% = signal with IL-6 EC80 alone; activation (% of control), % at 5.6 µM; AID 871, 2007; actives 0.91% (n = 190,000);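 active means activation above the screen-wide mean of compound activation plus 3 SD, cut at about 130% in these data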;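 further: 0% = background luminescence of wells with medium and substrate only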
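Material: human STAT1-deficient U3A cells with stable STAT3-luciferase reporter / Probe or stimulus: IL-6 stimulus at 33 ng/mL final / Schedule: 1 h compound pre-exposure, 6 h IL-6 stimulation, 37 °C / Technique: luminescence / Read-out basis: percent of IL-6-only median luminescence / Control set: IL-6-only high control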
PPARg SRC-2 ag: agonists of PPARg-SRC-2 recruitment, primary screen, biochemical, HTS; Peroxisome proliferator-activated receptor gamma (Homo sapiens), P37231; PPARgamma LBD-SRC-2 recruitment; activation, % at 8 µM; actives 0.34% (n = 200,000); in the data active means activation above about 22%;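 further: 0% = vehicle and 100% = reference agonist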
S1P3 antag: S1P3 receptor antagonists, primary screen, cell-based | actives 0.27% (n = 170,000) | inhibition, % at 4.98 µM | CHO S1P3 NFAT-BLA reporter, FRET fluorescence, antagonist mode;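 active means inhibition above the plate cutoff, the mean inhibition of test wells on that plate plus 3 SD, cut at about 28% in these data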;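 further: cells challenged with S1P at its EC80 of 0.8 µM; blue over green emission ratio from cleaved BLA substrate after 4 h stimulation; 0% = S1P-stimulated wells and 100% = unstimulated DMSO-only wells; some compounds past the cut are filed as inactive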
Target sequence (Q99500 whole entry, looked up): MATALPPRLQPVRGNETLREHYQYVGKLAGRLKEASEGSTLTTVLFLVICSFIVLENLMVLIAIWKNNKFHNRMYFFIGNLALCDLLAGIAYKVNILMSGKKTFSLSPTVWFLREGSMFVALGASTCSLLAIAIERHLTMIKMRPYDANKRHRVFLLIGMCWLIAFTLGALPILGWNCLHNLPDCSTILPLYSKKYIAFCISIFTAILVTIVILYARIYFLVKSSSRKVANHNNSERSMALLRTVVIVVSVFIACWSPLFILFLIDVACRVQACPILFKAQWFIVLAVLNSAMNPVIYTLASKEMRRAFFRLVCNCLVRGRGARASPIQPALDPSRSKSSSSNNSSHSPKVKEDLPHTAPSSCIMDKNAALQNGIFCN
STAT3 inh: IL-6 driven STAT3 reporter inhibitors, primary screen, U3A cells, luciferase, luminescence, MLSCN library. IL-6 STAT3-luciferase reporter; host cell line lacks STAT1. inhibition, % at 5.5 µM. actives 0.89% (n = 190,000);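 active means inhibition above the mean inhibition across all screened compounds plus 3 SD, cut at about 44% in these data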;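 further: 0% = DMSO only wells and 100% = 100 µM nifuroxazide control wells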
STAT1 blocker: STAT1 signaling inhibitors, primary screen, cell-based, HTS, luciferase reporter; NIH 3T3 STAT1-luciferase reporter, IFN-gamma, luminescence; inhibition, % at 5.5 µM; actives 0.35% (n = 200,000);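 active means inhibition above a set limit, the mean inhibition across all tested compounds plus 3 SD, cut at about 34% in these data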;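 further: 0% = IFN-gamma with DMSO and 100% = IFN-gamma with 300 µM nifuroxazide; values of inactives mirror those of a sister screen read the other way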
* hit, by the source's call; . = no result given.

no.	SMILES	RAM inhibit	PPARg SRC1 recr	TR-FRET SRC-2 ct	TLR4 MyD88 comp	PPARg SRC3 recr	ROMK primary	STAT3 activator	PPARg SRC-2 ag	S1P3 antag	STAT3 inh	STAT1 blocker
1	COc1ccccc1OCCCOc1c(C)cc(C)cc1Br	1.0	6	1610	-5	2	.	102	6	6	-3	-9
2	CNC(=O)c1ccc(NC(=O)/C=C/c2cccc(F)c2)cc1	1.9	5	1549	7	4	-0.17	91	5	0	18	-28
3	C[N+]1(CC(=O)NNc2c3ccccc3nc3ccccc23)CCOCC1	1.2	8	1861	-10	5	1	102	14	-1	3	-2
4	Cc1ccc(-c2nnc3c4ccccc4c(C)nn23)cc1S(=O)(=O)N1CCN(CCO)CC1	1.1	6	1639	-11	15	.	129	1	-11	-33	12
5	CC1CCCCN1CCNC(=O)c1ccc2c(=O)n(CCc3ccccc3)c(=O)[nH]c2c1 (stereo unspecified)	2.2	6	1405	-11	4	-0.19	99	8	.	2	-6
6	CCCOn1c(OCC(C)C)nc2ccccc2c1=O	-0.3	-1	1509	9	-6	-2	104	-12	-34	0	-11
7	O=C(CSc1ncnc2nc[nH]c12)N1CCN(c2ccccc2)CC1	0.0	4	1620	-8	-1	1.1	96	14	-4	7	2
8	CCOC(=O)C1CCCN(C(=O)CN(c2ccc(OC)cc2)S(=O)(=O)c2c(C)noc2C)C1 (stereo unspecified)	2.0	-4	1320	3	-12	.	101	6	-6	7	-1
9	CCc1ccccc1N(CC(=O)N1CCN(c2ccccc2F)CC1)S(C)(=O)=O	1.2	4	1496	14	-1	.	101	1	-5	3	-4
10	Cn1c(=O)cc(OCC(=O)NCCCN2CCN(c3ccccc3F)CC2)c2ccccc21	2.3	-2	1533	-9	-2	.	92	6	-14	14	-1
11	COc1ccc(-n2nc(C(=O)NCC(=O)N3CCN(C)CC3)c3ccccc3c2=O)cc1OC	-0.3	4	1368	15	-3	0.066	101	6	.	5	-2
12	CCc1nnc(NC(=O)c2ccc(-c3ccccc3F)o2)s1	1.3	16	1576	0	11	1	83	3	-7	21	-4
13	N/C(=N\OC(=O)c1ccc2ccccc2c1)c1ccncc1	0.2	6	1687	-5	1	0.071	89	3	-20	15	-54
14	COc1ccc(C(=O)COC(=O)C2CCCN2C(=O)C23CC4CC(CC(C4)C2)C3)cc1 (stereo unspecified)	3.8	-8	1428	-4	2	.	111	-1	-6	-13	-3
15	O=C(NC(=S)Nc1ncccn1)c1ccc(Cl)cc1Cl	2.0	4	1624	-5	2	-0.2	111	0	2	-10	-80
16	O=C(CCc1nc2ccccc2c(=O)[nH]1)NC1CCN(Cc2ccccc2)CC1	0.6	-6	1546	-2	-8	.	99	0	-29	8	-3
17	NC1=NC2CS(=O)(=O)CC2S1 (stereo unspecified)	0.1	1	1607	-3	5	-0.27	98	7	-8	0	3
18	CCOc1ccc(C2CC(c3ccc(CC)cc3)Nc3nc(N)nn32)cc1 (stereo unspecified)	1.4	7	1687	-4	9	.	113	2	-27	-17	-14
19	CCCCNC(=O)c1[nH]c(C)c(C(C)=O)c1C	1.9	5	1598	-10	4	-0.44	96	1	6	7	-12
20	CCOC(=O)c1c(NC(=O)CC2SC(N)=NC2=O)sc2c1CCC(C)C2 (stereo unspecified)	0.4	-3	1475	3	1	1	96	-10	0	4	-14
21	CN1C(=O)/C(=C/c2ccccc2Cl)Sc2ccc(C(=O)NCc3cccnc3)cc21	-1.8	14	1641	-5	6	-0.18	107	10	16	-5	-5
22	O=C(c1cc(C(=O)c2ccco2)cc(C(=O)c2ccco2)c1)c1ccco1	5.6	14	1619	-6	0	-0.17	96	10	-4	5	4
23	CCOc1ncccc1C(=O)OCc1c(F)cccc1Cl	1.1	-6	1464	-5	-4	-1.6	118	-2	-17	-17	4
24	O=C(CSc1ccc(-c2ccccn2)nn1)N1CCCCC1	0.8	-2	1527	3	6	-0.066	106	6	-6	-2	-12
25	CCOC(=O)C1CCN(C(=O)CN(c2ccc(Oc3ccccc3)cc2)S(C)(=O)=O)CC1	1.1	-6	1517	-5	-2	-0.71	89	0	-4	18	3

(continued)
no.	SMILES	RAM inhibit	PPARg SRC1 recr	TR-FRET SRC-2 ct	TLR4 MyD88 comp	PPARg SRC3 recr	ROMK primary	STAT3 activator	PPARg SRC-2 ag	S1P3 antag	STAT3 inh	STAT1 blocker
26	Nc1cccnc1-n1nc(C(F)(F)F)cc1C(F)(F)F	0.8	-1	1732	4	5	0.029	94	6	-3	11	1
27	O=C(O)CN(c1ccccn1)S(=O)(=O)c1ccc(Cl)cc1	0.3	-3	1508	8	3	-0.036	101	2	.	3	-4
28	COc1ccc(Br)c2oc(SC)cc(=O)c12	0.4	6	1539	-6	-1	-0.055	96	5	-18	2	6
29	COc1ccccc1NS(=O)(=O)c1ccc(Cl)c(NC(=O)C(C)N2C(=O)c3ccccc3C2=O)c1 (stereo unspecified)	6.8	1	1579	-13	0	-1.3	92	-1	8	8	3
30	CCN(CC)c1ccc(NC(=O)c2ccc3c(c2)c(C)c(C)n3C)cc1	4.2	6	1626	7	-1	-0.39	82	2	8	25	-13
31	CC(=O)N1CCc2[nH]c3ccccc3c2C1	1.1	13	1654	1	-1	.	95	0	-24	10	0
32	COC(=O)CCCC(=O)N1CCCC(CCC(=O)NCc2ccc(F)c(F)c2)C1 (stereo unspecified)	1.2	0	1514	1	3	.	108	-4	-4	-6	-2
33	Cc1cc2c(ncn2C(C)C)c(NS(=O)(=O)c2ccc(F)cc2)c1C	-0.8	0	1516	11	-4	.	107	-13	11	-5	3
34	CC(C)(C)C(=O)NC(n1cnc2c(N3CCOCC3)ncnc21)C(Cl)(Cl)Cl (stereo unspecified)	1.8	8	1685	10	6	-0.025	99	5	-24	3	10
35	COc1cc(C(C)=O)ccc1Oc1ncnc2c1cnn2-c1ccc(C)c(C)c1	2.1	1	1512	-2	0	0.35	92	4	-16	8	-1
36	CS(=O)(=O)N(CC(=O)NN=C1CCCCCC1)c1ccc(Oc2ccccc2)cc1	-0.2	10	1738	-3	3	-1.1	106	4	7	-2	-6
37	Cc1cc(N2CCCCC2)c(F)cc1[N+](=O)[O-]	-0.7	7	1375	-7	0	.	88	3	.	19	1
38	COC(=O)C(C)Sc1n[nH]c(=S)s1 (stereo unspecified)	1.1	-8	1362	-7	-7	0.012	101	2	.	4	-2
39	COc1ccc2nc3ccccc3nc2c1NC(=O)c1ccc(Cl)cc1Cl	2.6	-2	1544	-3	-2	-1	107	4	-1	-12	6
40	Cc1nc(NC(C)C)c2oc3ccccc3c2n1	0.0	10	1530	-8	1	-1.1	97	-7	.	8	12
41	COc1ccc(C(=O)Oc2cccnc2)cc1	-0.1	-4	1439	-2	-6	-0.14	95	-1	.	12	-2
42	CCCn1c(SCC(=O)Nc2ccc(OCC)cc2)nnc1C(C)C	0.4	-3	1424	4	-1	.	99	10	.	5	0
43	CC(/C=N/NC(=O)c1cc(-c2ccc(C)s2)[nH]n1)=C\c1ccccc1	4.7	-4	1493	-17	-2	1.1	107	-5	-3	-6	-2
44	O=C(CNC(=S)N(Cc1ccccc1)Cc1cccnc1)NCCc1ccccc1	-1.9	-5	1431	5	-4	-1.4	100	3	-2	-1	16
45	CC(C)C(=O)c1cn(CC(=O)NCc2ccco2)c2ccccc12	1.2	2	1742	-3	-14	0.29	106	3	.	-6	-4
46	CSc1ccccc1NC(=O)COc1ccc(S(=O)(=O)N2CCCC2)cc1	2.2	-2	1404	4	0	.	103	3	-17	0	3
47	CCSc1nnc2c(n1)OC=Nc1ccc(Br)cc1-2	1.3	5	1683	-12	5	.	87	12	-20	18	-2
48	CCc1ccccc1NC(=O)c1cc(-c2cccc(O)c2)on1	4.3	4	1648	1	10	.	92	6	-11	14	-8
49	Cc1cc(C)c2c(c1)[C@@H]1C=CC[C@@H]1[C@H](c1ccc(S(=O)(=O)N3CCOCC3)cc1)N2	2.5	5	1577	-11	8	0.047	98	14	1	11	-4
50	Cc1ccccc1CN1CCN(S(C)(=O)=O)CC1	3.4	3	1688	16	-5	0.15	102	8	.	1	-7
51	CCN1C(=O)/C(=C/c2ccc(C)o2)N(C)C1=S	3.3	3	1570	13	-1	.	87	-2	-5	15	13
52	Cc1ccc(S(=O)(=O)Oc2ccc(C(c3c(C)[nH][nH]c3=O)c3c(C)[nH][nH]c3=O)cc2)cc1	0.3	13	1591	-6	11	.	106	13	.	-5	-8
53	Cc1ccc(C(=O)N(CC(=O)NC2CCCC2)Cc2cccs2)s1	3.2	9	1454	16	-5	-0.024	112	4	3	-10	6

Screens (PubChem BioAssay)
